V1R ag counter: V1a receptor agonism, counter-screen for OXTR agonists; CHO-V1R cells, Fluo-8 calcium fluorescence, agonist mode; 0% DMSO, 100% 3 nM vasopressin; activation, % at 3 µM; actives 0.25% (n = 320,000);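 active means activation above the mean activation of all tested compounds plus 3 SD, per screening run, cut at about 20% in these data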;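 further: signal is peak over basal fluorescence ratio across a 100 second FLIPR read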
CHO parental Ca: counter-screen: ATP calcium response change in parental CHO cells; actives 0.63% (n = 330,000); parental CHO-K1, ATP-induced calcium, Fluo-8 fluorescence; inhibition, % at 5.6 µM;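 active means inhibition above that plate's mean sample inhibition plus 3 SD, cut at about 26% in these data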;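 further: 0% = ATP-challenged DMSO wells and 100% = DMSO wells without ATP; some compounds past the cut are filed as inactive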
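Material – parental CHO cells · Reagent – ATP stimulus · Compound – single nominal dose of 5.6 µM per compound · Detection – Fluo-8 fluorescence · Read-out basis – percent inhibition of calcium signal · Controls – ATP-challenged DMSO wells low, unchallenged DMSO wells high · Repeats – no replicates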
TAAR1 antagonist: human TAAR1 antagonism; Q96RJ0; CHO RD-HGA16 TAAR1, Fluo-8 calcium fluorescence, antagonist; inhibition, % at 3 µM; actives 1.5% (n = 360,000);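 active means inhibition above a per-plate cutoff, the mean inhibition of test compounds on that plate plus 3 SD, cut at about 49% in these data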;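 further: 0% = DMSO plus EC80 beta-PEA response and 100% = DMSO alone without agonist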
Target sequence (Q96RJ0 whole entry, looked up): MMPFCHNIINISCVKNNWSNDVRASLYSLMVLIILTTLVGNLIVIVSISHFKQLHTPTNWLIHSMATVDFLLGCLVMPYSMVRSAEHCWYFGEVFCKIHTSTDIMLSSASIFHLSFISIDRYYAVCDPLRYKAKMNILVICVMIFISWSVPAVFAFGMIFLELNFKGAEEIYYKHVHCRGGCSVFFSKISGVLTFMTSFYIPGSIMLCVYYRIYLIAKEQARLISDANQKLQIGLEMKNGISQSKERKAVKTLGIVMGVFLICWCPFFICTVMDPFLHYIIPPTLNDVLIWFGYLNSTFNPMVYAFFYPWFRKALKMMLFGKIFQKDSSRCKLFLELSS
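Test system: hTAAR1-expressing CHO RD-HGA16 cells, Gα16-coupled; Probe or stimulus: EC80 β-phenethylamine stimulus; Compound dosing: single nominal final test compound concentration of 3 µM; Timing: 140 s kinetic read after compound, 140 s after agonist; Signal: Fluo-8 calcium-sensitive fluorescence; Measure: % inhibition of agonist calcium response; Controls: DMSO and EC80 PEA controls.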
CHO-K1 Ca antag: M1 antagonist counterscreen hit in parental CHO-K1 cells; ATP-induced calcium, Fluo-8 fluorescence; inhibition, % at 3 µM; actives 0.6% (n = 360,000); AID 602250;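 active means inhibition above a per-plate cutoff, the plate's mean sample inhibition plus 3 SD, cut at about 24% in these data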;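 further: 0% = DMSO plus EC80 ATP and 100% = DMSO alone without ATP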
OXTR agonist: human OXTR agonism. P30559. AID 2435. CHO-OTR cells, Fluo-8 calcium fluorescence; normalized: DMSO 0%, oxytocin 100%. actives 0.32% (n = 320,000). activation, % at 3 µM;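 active means activation above the mean of all tested compounds plus 3 SD, cutoff set per screening run, cut at about 20% in these data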;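 further: peak over basal fluorescence ratio from a 100 s FLIPR kinetic read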
Target sequence (P30559 whole entry, looked up): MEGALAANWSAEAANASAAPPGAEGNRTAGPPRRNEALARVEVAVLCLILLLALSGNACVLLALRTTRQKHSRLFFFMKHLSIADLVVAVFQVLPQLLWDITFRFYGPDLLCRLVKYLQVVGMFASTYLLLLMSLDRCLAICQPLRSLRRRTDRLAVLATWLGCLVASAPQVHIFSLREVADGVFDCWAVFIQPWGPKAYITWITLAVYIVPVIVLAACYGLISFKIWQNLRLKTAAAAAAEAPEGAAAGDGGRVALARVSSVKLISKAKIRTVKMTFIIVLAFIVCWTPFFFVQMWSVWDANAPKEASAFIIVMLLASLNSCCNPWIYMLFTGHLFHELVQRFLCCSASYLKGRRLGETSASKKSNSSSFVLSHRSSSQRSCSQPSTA
GPR7 antag: human neuropeptides B/W receptor 1 antagonism; GPR7-expressing cells, fluorescence antagonist assay; inhibition, % at 4.4 µM; actives 1.1% (n = 290,000); AID 1861; in the data active means inhibition above about 16%, passing the limit was not always enough;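 further: cells stimulated with the agonist NPW; 0% = agonist with vehicle and 100% = vehicle without agonist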
Target sequence (P48145 whole entry, looked up): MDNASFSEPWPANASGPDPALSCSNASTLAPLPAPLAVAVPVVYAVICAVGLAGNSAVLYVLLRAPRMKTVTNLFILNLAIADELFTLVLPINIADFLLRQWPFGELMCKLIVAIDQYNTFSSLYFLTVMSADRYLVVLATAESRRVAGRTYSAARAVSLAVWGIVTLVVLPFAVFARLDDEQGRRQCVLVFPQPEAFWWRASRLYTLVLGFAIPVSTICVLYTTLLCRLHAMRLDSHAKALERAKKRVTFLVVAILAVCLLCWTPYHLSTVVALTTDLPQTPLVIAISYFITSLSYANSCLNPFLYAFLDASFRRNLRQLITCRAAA
OXTR potentiate: potentiators of human oxytocin receptor. P30559. CHO-OTR cells, Fluo-8 calcium fluorescence, potentiator mode; 0% = oxytocin EC15, 100% = EC100. activation, % at 3 µM. actives 0.061% (n = 320,000);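 active means activation above that plate's cutoff, the mean activation of tested compounds plus 3 SD, cut at about 6.6% in these data, passing the limit was not always enough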;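 further: 100% uses oxytocin at 75 nM as the full agonist control; some results filed as inactive read as strong as hits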
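Assay system: CHO cell line stably expressing human OTR. Reagent: EC15 oxytocin agonist. Dosing: single dose, 3.0 µM nominal final compound concentration. Timing: compound 6 min at room temperature before oxytocin, 100 s read. Signal: kinetic Fluo-8 calcium fluorescence. Controls: oxytocin EC15 low and EC100 high.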
M1 ag parental: M1 agonist counterscreen hit in parental CHO-K1 cells | Fluo-8 calcium fluorescence; scaled to maximal ATP response, vehicle zero | activation, % at 3 µM | actives 0.48% (n = 360,000); in the data active means activation above about 15%;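 further: untransfected CHO-K1 host cells lacking M1 receptor as counterscreen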
M1 PAM parental: nonselective activator or artifact in parental CHO-K1 calcium assay; ATP EC20, Fluo-8 calcium fluorescence; 0% at ATP EC20, 100% at ATP max; activation, % at 3 µM; actives 0.02% (n = 360,000); AID 602247;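 active means activation above the run cutoff, the mean activation of all test compounds plus 3 SD, cut at about 40% in these data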;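 further: peak over basal fluorescence ratio in a 140 s read after ATP addition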
An asterisk follows results filed as active; . = no result given. Random draw from the library. About 3.5% of those tested had a hit in this group.

SMILES	V1R ag counter	CHO parental Ca	TAAR1 antagonist	CHO-K1 Ca antag	OXTR agonist	GPR7 antag	OXTR potentiate	M1 ag parental	M1 PAM parental
O=C(CSC1=NS(=O)(=O)c2cc(F)ccc2N1)Nc1ccccc1F	-0.7	3	-27	-4	0.0	.	6	0.5	-12
O=C(c1ncc[nH]1)c1ccccc1C(=O)N1CCOCC1	-0.2	-4	-9	-35	0.0	1	-5	0.7	8
CC1(C)Cc2ccccc2-c2n[nH]c(=S)n21	-0.1	-7	25	-6	-1.8	-4	-2	0.2	4
COC(=O)CSc1nc2ccc(NC(C)=O)cc2s1	0.6	-5	4	-10	-0.6	-3	-5	-0.1	10
Cc1ccn2cc(CNS(=O)(=O)c3ccc4ccccc4c3)nc2c1	1.2	4	-7	14	1.6	2	-2	1.4	-24
NS(=O)(=O)c1ccc2nc(NC(=O)C3CCCO3)sc2c1 (stereo unspecified)	-0.2	-4	-6	-2	-0.7	-10	-7	0.9	12
Cc1ccc(-n2cnn(-c3ccc([N+](=O)[O-])cc3[N+](=O)[O-])c2=O)cc1	-0.3	-13	-12	-15	-1.9	5	-2	0.1	-3
O=C(NC1CC2CCCC(C1)N2C(=O)NC1CCCCC1)c1ccc(F)cc1 (stereo unspecified)	-1.5	-7	-7	17	-1.9	-4	-16	-0.3	-5
C[C@H]1CN([C@@H](C)CO)C(=O)Cc2cc(NC(=O)Cc3ccccc3)ccc2O[C@H]1CN(C)S(=O)(=O)c1cccs1	0.9	-15	17	-5	2.0	.	-7	0.4	8
CC(OC(=O)c1cc2sccc2n1C)C(=O)NCc1ccco1 (stereo unspecified)	-0.5	-7	-8	-3	-1.3	-5	-2	0.4	-1
O=C1CCCc2c1[nH]c1ccc(Cl)cc21	-1.6	-13	-14	0	-2.2	-10	-5	0.9	8
CC(Oc1cccc2c1OC(C)(C)C2)C(=O)O (stereo unspecified)	1.2	-12	-10	-3	0.4	-8	-7	0.0	8
CCOC(=O)N1CCC(NC(=O)c2cc3c(-c4ccc(OC)c(OC)c4)nn(C)c3s2)CC1	-0.1	-13	9	-5	-1.6	4	-9	0.6	17
COc1cccc(N2CCN(C(=O)CCc3nnc4ccc(N5CCOCC5)nn34)CC2)c1	-0.5	-10	-22	1	-0.2	-3	-6	0.5	-24
CCCOc1ccc(Cl)cc1Nc1nc(NCCO)nc(N2CCCC2)n1	0.0	-16	8	5	0.4	.	1	0.5	12
Cc1cc(NC(=O)CSCC(=O)Nc2ccccc2N2CCCCC2)no1	-1.1	-39	7	1	-1.2	.	-7	0.1	-13
Cc1ccc(/C=C2\SC(=S)N(CCCC(=O)NC3CCCC3)C2=O)cc1	5.1	-3	-21	2	0.1	5	-14	1.6	-6
Cc1nn(Cc2ccccc2)c(Cl)c1C(=O)NCCc1ccc(Cl)cc1	-0.1	-29	7	8	-1.8	2	-9	0.2	-11
COc1ccc(S(=O)(=O)N2CCC(C(=O)NCCC3=CCCCC3)CC2)cc1OC	0.9	-24	-12	3	0.1	4	0	0.7	-6
O=C(NNC(=O)c1cc2cc(Br)ccc2oc1=O)c1ccc(O)cc1O	0.4	-22	-6	-8	-0.9	-11	-6	3.4	20
COc1cccc(CNC(=O)CSCc2cnn(-c3ccccc3)c2-n2cccc2)c1OC	-0.3	-23	9	-10	-1.0	8	-3	2.4	17
CNC(=O)C(=O)Nc1cc2c3c(c1)CCC(=O)N3CCC2	-0.1	-14	-4	-17	-0.3	0	-10	1.1	12
Cc1noc(NS(=O)(=O)c2ccc(NC(=O)CSc3nnc4c(n3)[nH]c3ccccc34)cc2)c1C	0.6	1	-3	-6	0.1	-4	-4	0.1	18
COc1ccc(C(C(=O)NCc2ccccc2)N(C(=O)c2snc(C(N)=O)c2N)c2ccccc2OC)cc1 (stereo unspecified)	0.1	-25	-23	-18	-0.3	-16	-9	-0.3	11
COC(=O)c1ccc2[nH]c3cccc(/C(=C/c4ccccc4)c4ccccc4)c3c2c1	0.9	-9	-9	-16	0.9	-18	-6	1.6	23
CCOC(=O)c1c(-c2ccccc2)csc1NC(=O)c1cc(-c2ccccc2OC)on1	1.0	11	-4	-2	1.4	.	-2	0.2	-11
Cc1nn(CCCC(=O)Nc2cnn(Cc3ccc(F)cc3)c2)c(C)c1[N+](=O)[O-]	1.9	-16	-7	-12	2.5	-8	-2	0.7	-16
CCOCCn1c(-c2ccccc2)nc2ccccc21	-0.8	-22	-33	0	-2.2	-2	-4	0.9	0
COCCn1c(=O)[nH]c(=O)c2c1nc(-c1ccc(-c3ccc(Cl)cc3[N+](=O)[O-])o1)n2Cc1ccccc1	-0.4	-28	43	-1	-1.9	-14	-10	2.3	18
CC(=O)Nc1ccc(NC(=O)COc2ccc(S(=O)(=O)N3CCCC3)cc2)cc1	0.7	4	0	0	0.0	-2	-5	-0.3	-4
CCOC(=O)c1sc2ncc([N+](=O)[O-])cc2c1N	3.0	-7	-22	-10	3.3	-12	-1	3.4	0
Cc1c([C@H]2[C@@H](CC#N)C2(C)C)c2ccccc2n1C	-1.6	-19	-33	-2	-3.2	-16	-2	0.4	18
CCOc1ccc(NC(=O)C2CCCN(S(=O)(=O)c3ccc4c(c3)CC(C)N4C(C)=O)C2)cc1 (stereo unspecified)	1.4	-24	2	-11	0.7	18	-5	1.3	9
CCOC(=O)N/N=C/c1cc(OC)c(O)c(OC)c1	-0.5	-13	24	-4	0.5	-8	4	0.4	27
COCOc1ccc(/C=C2/Oc3cc(OCOC)cc(OCOC)c3C2=O)c(OCOC)c1	-0.1	-27	.	13	-0.6	.	2	-0.3	-20
Cc1ccc(C(=O)OCC(=O)N2CCNC2=O)c(C)c1	.	.	2	6	.	.	.	0.1	5
CCN(C(=O)CO/N=C/c1ccc(OC)cc1OC)c1c(N)n(Cc2ccccc2)c(=O)[nH]c1=O	-0.1	-25	-1	-13	-0.2	.	6	0.1	-1
COc1ccc(NC(=O)c2cc(C)cc(C)c2)cc1S(=O)(=O)N1CCCCC1	-1.2	-31	7	-21	-1.8	.	-5	0.0	10
COc1ccc(OC)c(NS(=O)(=O)c2ccc3c(c2)n(C)c(=O)n3C)c1	0.8	7	-1	-12	0.0	-6	-17	0.8	11
CC(C)OC(=O)CCCNc1ccc([N+](=O)[O-])cc1[N+](=O)[O-]	6.0	-11	-3	3	5.1	7	-10	6.7	12
CC(=O)N1CCN(C(=O)CSc2nnc(C)n2-c2ccccc2)CC1	1.0	-7	-25	-12	0.3	-11	-11	2.9	-5
Cc1ccc(C2C(=O)c3ccccc3C2=O)cc1	0.5	-9	-11	9	0.3	15	-13	0.7	14
COc1ccc(-c2csc(NC(=O)CSc3nc(C)cs3)n2)cc1	1.6	-11	47	8	6.8	-6	-8	1.3	3
CCOc1ccc(C(=O)NC2CCN(S(=O)(=O)c3ccccc3)CC2)cc1	1.2	-15	3	15	-0.6	6	-1	-0.7	-19
Cc1ccccc1OCCNC(=O)c1ccc2ccccc2n1	-0.6	-12	0	-17	-1.9	-5	-3	2.5	33

Reprinted from the results shown, 9 compounds:
SMILES	V1R ag counter	CHO parental Ca	TAAR1 antagonist	CHO-K1 Ca antag	OXTR agonist	GPR7 antag	OXTR potentiate	M1 ag parental	M1 PAM parental
CCN(C(=O)CO/N=C/c1ccc(OC)cc1OC)c1c(N)n(Cc2ccccc2)c(=O)[nH]c1=O	-0.1	-25	-1	-13	-0.2	.	6	0.1	-1
COc1ccc(NC(=O)c2cc(C)cc(C)c2)cc1S(=O)(=O)N1CCCCC1	-1.2	-31	7	-21	-1.8	.	-5	0.0	10
COc1ccc(OC)c(NS(=O)(=O)c2ccc3c(c2)n(C)c(=O)n3C)c1	0.8	7	-1	-12	0.0	-6	-17	0.8	11
CC(C)OC(=O)CCCNc1ccc([N+](=O)[O-])cc1[N+](=O)[O-]	6.0	-11	-3	3	5.1	7	-10	6.7	12
CC(=O)N1CCN(C(=O)CSc2nnc(C)n2-c2ccccc2)CC1	1.0	-7	-25	-12	0.3	-11	-11	2.9	-5
Cc1ccc(C2C(=O)c3ccccc3C2=O)cc1	0.5	-9	-11	9	0.3	15	-13	0.7	14
COc1ccc(-c2csc(NC(=O)CSc3nc(C)cs3)n2)cc1	1.6	-11	47	8	6.8	-6	-8	1.3	3
CCOc1ccc(C(=O)NC2CCN(S(=O)(=O)c3ccccc3)CC2)cc1	1.2	-15	3	15	-0.6	6	-1	-0.7	-19
Cc1ccccc1OCCNC(=O)c1ccc2ccccc2n1	-0.6	-12	0	-17	-1.9	-5	-3	2.5	33

Remaining list, next part.
SMILES	V1R ag counter	CHO parental Ca	TAAR1 antagonist	CHO-K1 Ca antag	OXTR agonist	GPR7 antag	OXTR potentiate	M1 ag parental	M1 PAM parental
CCCCOC(=O)Nc1cccc(C(C)=O)c1	-1.1	-4	-17	-11	-0.3	7	3	0.5	9
COc1ccc(C(C)(C)C)cc1NC(=O)c1[nH]c(C)c(C(C)=O)c1C	0.9	-27	21	-9	-2.3	-12	-7	0.2	-15
Cc1ccc(C(=O)NCCSC2CCCCC2)cc1S(=O)(=O)Nc1ccccc1	-0.3	-28	11	-24	-2.2	-34	-4	2.8	0
Cc1ccc(S(=O)(=O)N2C[C@@H](C)[C@]3(C2)[C@H](O)[C@H](OC(=O)NCc2ccco2)C[C@H]2C(=O)N(c4ccccc4)C(=O)[C@H]23)cc1	.	.	-11	3	.	.	.	-0.3	9
CN(C)CCNC(=S)Nc1ccccc1C(C)(C)C	1.2	-6	-6	13	0.0	2	-5	0.4	-18
CCOC(=O)c1ccc2c(c1)nc(COc1ccc(OC)cc1)n2CC	0.6	-17	0	16	-0.4	0	-3	0.5	-12
O=S(=O)(c1cnc[nH]1)N1CCN(c2ccc(F)cc2)CC1	0.4	-2	-8	-23	1.9	2	0	3.1	27
COC(=O)CN1C(=S)N(c2ccc(F)cc2)C(=O)C1CC(=O)Nc1ccc(F)cc1 (stereo unspecified)	0.8	-8	21	-6	2.9	3	-9	1.7	-2
Cc1cc(NC(=O)c2noc3c2CCCCC3)nn1Cc1ccc(Cl)cc1	-0.1	-21	-4	-5	0.6	4	-7	0.0	9
CCN(CC)S(=O)(=O)c1ccc(/C(O)=C2/C(=O)C(=O)N(CCOC)C2c2ccccc2)cc1 (stereo unspecified)	0.1	-13	19	-7	0.1	2	-7	-0.4	5
CC(=O)Nc1cccc(-c2csc(C(C)(O)c3ccccc3)n2)c1 (stereo unspecified)	.	.	14	-11	.	.	.	2.6	14

Assay outcomes as filed in PubChem BioAssay.
